NCI-60 one-dose screen, 48 h, at 10 µM unless noted. Numbers give growth in % (100 = growth as untreated, 0 = no growth, -100 = all killed).
SK-OV-3 – SK-OV-3 ovarian cancer cells. actives 3.2% (n = 80,000). AID 1794785
NCI-H460 – NCI-H460 lung cancer. actives 6.8% (n = 82,000). AID 1794736
NCI-H226 – NCI-H226 lung cancer; actives 3.5% (n = 79,000); AID 1794732
IGROV1 – IGROV1 ovarian cancer | actives 4.7% (n = 79,000) | AID 1794786
NCI/ADR-RES – NCI/ADR-RES ovarian cells; actives 4.4% (n = 81,000)
NCI-H522 – NCI-H522 lung cancer | actives 8% (n = 78,000) | AID 1794739
NCI-H23 – NCI-H23 lung cancer | actives 4% (n = 80,000) | AID 1794731
OVCAR-4 – OVCAR-4 ovarian cancer cells | actives 3.7% (n = 80,000)
NCI-H322M – NCI-H322M lung cancer | actives 2.7% (n = 80,000)
An asterisk follows results filed as active; · = not tested or not shown; [ ] = another dose, or the depositor's remark. The calls were made as follows: active = growth percent below 10; inactive = the rest.

Start of the data: the first 13 compounds, ahead of the listing:
SMILES	SK-OV-3	NCI-H460	NCI-H226	IGROV1	NCI/ADR-RES	NCI-H522	NCI-H23	OVCAR-4	NCI-H322M
O=C1/C(=C/c2cc(Br)cc(Br)c2)Cc2c(F)cc(Br)cc21	101	109	120	98	108	95	94	106	98
CCCCN(CC(O)c1cc2c(c3ccccc13)CCCC2)c1ccc(OC)cc1 (stereo unspecified)	95	90	79	71	79	83	68	83	101
COc1ccc(OC)c(/C=C2\SC(=O)N(Cc3ccc(-c4ccccc4C#N)cc3)C2=O)c1	83	99	95	82	101	94	94	100	94
COc1ccc2c(c1)CCc1c-2nc(N)nc1-c1nc(N)nc2c1CCc1cc(OC)ccc1-2	93	114	95	115	104	111	98	108	105
Nc1ccc(C(=O)Oc2ccc([N+](=O)[O-])cc2)c(O)c1	95	103	101	104	103	95	94	95	121
CNNCc1ccc(C(=O)NC(C)C)cc1	109	101	101	116	108	·	111	112	·
CC(C)(C)c1ccc(NCc2cn(-c3ccc(C(=O)O)cc3)nc2-c2ccc(C(=O)O)cc2)cc1	111	109	104	106	111	101	100	107	106
NC(=S)NN=C1CCSCC1	119	108	96	119	101	101	96	103	113
CC(=O)/C(=C/n1ccc(=O)[nH]c1=S)C(=O)Nc1ccccc1	104	101	96	107	102	78	91	111	103
Cc1cc(=O)n2n1-c1ccccc1NC(=O)C2	106	105	103	103	102	85	97	99	·
Nc1c(C(=O)c2ccc(Cl)cc2)sc2nc(-c3cc4ccccc4o3)cc(-c3ccc(Cl)cc3)c12	92	95	78	59	94	95	83	80	111
O=C(CSc1ccccc1C(=O)Nc1ccc(-n2ccnc2)cc1)NCC1CCCCC1	103	85	75	93	81	68	·	96	90
CCOc1ccc2c(c1)sc1nc(-c3ccccc3)c(-c3cc(OC)c(OC)c(OC)c3)n12	116	106	89	105	103	103	99	100	105

The listing, repeating the preview:
SMILES	SK-OV-3	NCI-H460	NCI-H226	IGROV1	NCI/ADR-RES	NCI-H522	NCI-H23	OVCAR-4	NCI-H322M
O=C1/C(=C/c2cc(Br)cc(Br)c2)Cc2c(F)cc(Br)cc21	101	109	120	98	108	95	94	106	98
CCCCN(CC(O)c1cc2c(c3ccccc13)CCCC2)c1ccc(OC)cc1 (stereo unspecified)	95	90	79	71	79	83	68	83	101
COc1ccc(OC)c(/C=C2\SC(=O)N(Cc3ccc(-c4ccccc4C#N)cc3)C2=O)c1	83	99	95	82	101	94	94	100	94
COc1ccc2c(c1)CCc1c-2nc(N)nc1-c1nc(N)nc2c1CCc1cc(OC)ccc1-2	93	114	95	115	104	111	98	108	105
Nc1ccc(C(=O)Oc2ccc([N+](=O)[O-])cc2)c(O)c1	95	103	101	104	103	95	94	95	121
CNNCc1ccc(C(=O)NC(C)C)cc1	109	101	101	116	108	·	111	112	·
CC(C)(C)c1ccc(NCc2cn(-c3ccc(C(=O)O)cc3)nc2-c2ccc(C(=O)O)cc2)cc1	111	109	104	106	111	101	100	107	106
NC(=S)NN=C1CCSCC1	119	108	96	119	101	101	96	103	113
CC(=O)/C(=C/n1ccc(=O)[nH]c1=S)C(=O)Nc1ccccc1	104	101	96	107	102	78	91	111	103
Cc1cc(=O)n2n1-c1ccccc1NC(=O)C2	106	105	103	103	102	85	97	99	·
Nc1c(C(=O)c2ccc(Cl)cc2)sc2nc(-c3cc4ccccc4o3)cc(-c3ccc(Cl)cc3)c12	92	95	78	59	94	95	83	80	111
O=C(CSc1ccccc1C(=O)Nc1ccc(-n2ccnc2)cc1)NCC1CCCCC1	103	85	75	93	81	68	·	96	90
CCOc1ccc2c(c1)sc1nc(-c3ccccc3)c(-c3cc(OC)c(OC)c(OC)c3)n12	116	106	89	105	103	103	99	100	105
COc1ccc(C2CC(c3cccc(Nc4nc(Cl)nc5cc(OC)c(OC)cc45)c3)=NN2C(C)=O)cc1 (stereo unspecified)	111	37	77	70	84	88	90	95	93
Nc1ccc([N+](=O)[O-])cc1F	95	92	105	98	104	79	103	88	98
Cc1cc(C)c(NC(=O)c2sc3nc4c(cc3c2N)CCCC4)c(C)c1	51	29	79	62	18	4.5*	60	61	89
COc1ccc(CCl)cc1[N+](=O)[O-]	84	110	·	93	93	67	94	109	92
COCC(C)OC(=O)c1ccccc1Cl (stereo unspecified)	·	106	101	102	105	107	93	103	106
CC(C)(C)c1cc2c(O)c(c1)Cc1cc(C(C)(C)C)cc(c1O)Cc1cc(C(C)(C)C)cc(c1O)Cc1cc(C(C)(C)C)cc(c1O)C2	97	110	111	100	100	92	87	·	109
N=C(N)c1ccc(-c2ccc(-c3ccc(F)cc3)o2)o1	28	-14*	70	45	23	37	45	62	42
CCOC(=O)c1c(CCC(=O)O)c[nH]c1C(=O)O	95	103	93	111	100	93	103	110	104
COc1ccc(/C=C/C(=O)c2cccc(Nc3nc(Cl)nc4cc(OC)c(OC)cc34)c2)cc1	117	104	85	86	86	86	95	95	102
COc1cc(CNC(=O)/C=C/c2ccc3c(c2)OCO3)ccc1OCc1cn(-c2ccc(Cl)cc2)nn1	89	101	75	95	81	73	80	57	90
C1CCCc2c(-c3noc4c3CCCCCC4)noc2CC1	110	128	114	107	114	95	104	107	101
C[C@@H]1CC[C@@]2(C)C(C(=O)O)=CCC[C@@H]2[C@@]1(C)CC(=O)c1ccoc1	·	104	·	109	111	101	107	107	103
Cn1cc(-c2cc3nc(-c4c[nH]c5ccc(Cl)cc45)cc(N)n3n2)c2ccccc21	-86*	-5.5*	-34*	-53*	-30*	-76*	·	-67*	-82*
O=C(CSc1ncc(-c2ccccc2)n1-c1ccccc1)Nc1ccc(-c2nc3ccccc3s2)cc1	116	36	103	73	61	·	63	53	90
CC(C)C[C@H](NC(=O)[C@@H]1CCCCCCCCCCC(=O)N[C@@H](CC(=O)N2CCC[C@@H]2C2CCCC2)C(=O)N1)B(O)O	-7.3*	0.6*	-33*	-58*	1.8*	-49*	-83*	-13*	-60*
N#Cc1c(-c2ccc(Cl)cc2)nc(SCc2ccccc2)[nH]c1=O	105	110	91	103	99	98	103	105	99
O=C1/C(=C/c2cccc(O)c2)Oc2cc(O)ccc21	·	113	·	104	111	97	108	98	99
CCOC(=O)C1CCCN1C(=O)C1(NC(C)=O)CCCC1 (stereo unspecified)	104	98	104	97	103	107	100	105	91
COc1cc(C2C=C(c3ccc4c(c3)OCO4)NC(=S)N2)cc(OC)c1OC (stereo unspecified)	93	91	94	92	85	64	81	92	98
COc1ccc(N2C(N)=NC(N)=NC2(C)C)cc1	96	77	·	54	98	76	46	106	75
Cc1[nH]c(C2CC(c3ccccc3)=NN2c2ccc(Cl)cc2)c(C)c1C(=O)O (stereo unspecified)	115	101	104	105	108	98	97	97	103
CCC(=O)Oc1ccc(/C(=C(/C)Cc2cccc(OC)c2)c2ccc(OCCN(C)C)cc2)cc1	114	90	111	95	100	88	94	87	94
NC(N)=N/N=C/c1ccccc1	101	103	98	108	104	86	102	101	91
NS(=O)(=O)c1ccc(-n2ncc3c(Nc4ccccc4)ncnc32)cc1	126	98	90	57	91	·	106	91	72
Nc1ccc2c3c(cccc13)C(=O)OC2=O	99	105	106	78	100	89	94	112	124
Oc1c(CN2CCCC2)cc(COCc2ccc(Br)cc2)c2cccnc12	-17*	-22*	-0.6*	-6.1*	-41*	-45*	21	-5.7*	-5.3*
CCn1cc(C(=O)O)c(=O)c2cc(F)c(N3CCN(C(=O)c4ccc(Br)cc4)C(C)C3)c(F)c21 (stereo unspecified)	98	99	98	94	91	90	104	83	94
C=C(Br)COc1ccc2c(C)cc(=O)oc2c1	123	93	85	95	97	84	89	88	88
O=CNCC(=O)O	107	104	·	108	106	119	98	103	118
COc1ccc(-c2cnc3ncnn3c2-c2cc(OC)c(OC)c(OC)c2)cc1	111	103	96	103	106	103	111	94	100
CN1C(=O)c2ccccc2S1(=O)=O	108	108	99	99	102	105	99	110	122
CC(C)Cc1ccc(CC(C)C)c(OCCOCCN(C)C)c1	94	90	107	102	88	107	82	84	104
CC(=O)Oc1cc(C)ccc1C	96	103	96	123	107	98	107	92	100
COc1nc2c(c(=O)[nH]1)C(c1cc3cc(C)ccc3[nH]c1=O)C1=C(CC(C)(C)CC1=O)N2 (stereo unspecified)	91	106	95	103	102	61	97	108	96
CN(NC(=O)C(=O)NCc1ccco1)C(=O)Nc1ccc(Cl)cc1	103	113	·	93	110	91	108	101	98
COc1ccc(-c2c(NC(C)=O)noc2-c2cccc(OC)c2)cc1	92	103	94	87	97	78	100	103	90
CC(O)CN1CC(C)N(CC(C)O)CC1C (stereo unspecified)	118	109	109	114	106	96	107	111	108

Next section
SMILES	SK-OV-3	NCI-H460	NCI-H226	IGROV1	NCI/ADR-RES	NCI-H522	NCI-H23	OVCAR-4	NCI-H322M
Cc1ccc2nc(C)c(-c3nnc(SCc4ccc(Br)cc4)o3)n2c1	·	92	81	80	75	76	78	81	88
NC(=S)c1csc(CCNC(=O)c2ccccc2)n1	101	109	116	112	110	106	100	91	108
O=c1c2ccccc2c2ccccc2c(=O)n1Nc1ccccc1	103	113	98	94	96	90	90	100	·
COc1ccc(-n2nc(C(=O)N/N=C\c3ccc(F)cc3)cc2-c2ccc(Cl)cc2)cc1	103	100	85	87	76	76	84	97	88
COc1ccc(/C(=C\c2ccc3c(c2)OCO3)C(=O)Nc2nc3ccc(F)cc3s2)cc1	95	112	97	109	101	81	105	105	90
OCCN(CCO)c1ccccc1CO	97	111	108	·	104	107	93	·	85
Fc1ccc(-c2cnc3nonc3n2)c(F)c1	92	107	102	108	104	84	89	93	98
CS(=O)(=O)c1ccc(/C(=N/NC(N)=S)c2ccc(Cl)cc2)cc1	113	109	92	94	90	88	86	98	97
C[C@@H]1CN2CN(c3ccc(C(=O)O)c(O)c3)CN3C2C2N(C[C@@H]3C)CN(c3ccc(C(=O)O)c(O)c3)CN21 (stereo partly specified)	100	101	106	98	113	92	104	107	105
O=C(Nc1sc2c(c1C(=O)O)CCCC2)c1ccccc1	93	106	96	97	101	111	92	104	99
COc1ccc(/C=C/C=C\C(=O)c2ccc(N3CCCCC3)cc2)cc1	95	103	98	93	101	87	98	·	104
CN(C)C/C=C/C(=O)Nc1cc2c(Nc3cccc(Cl)c3F)ncnc2cc1OCCOC(F)F	-1.0*	67	40	-22*	33	-19*	61	28	7.7*
O=C1CCNC(=O)N1OS(=O)(=O)c1ccccc1	96	103	98	94	108	·	106	105	94
COC(=O)c1cc(=O)n2c(sc3ccccc32)c1C#N	114	100	96	101	99	110	96	103	91
Clc1ccc(N/N=C/c2ccc(-n3cccn3)cc2)cc1	94	109	97	93	98	80	93	100	110
c1ccc2c(-c3nonc3-c3c[nH]c4ccccc34)c[nH]c2c1	81	94	87	69	89	66	72	69	67
COc1cc(Nc2nc(N[C@H]3CCCC[C@@H]3N)nc3cc[nH]c(=O)c23)cc(OC)c1	24	28	-14*	8.8*	100	-9.3*	30	·	9.4*
Cc1ccc2nc(NC(=O)CSc3nc(-c4cccnc4)c(C#N)c(=O)[nH]3)sc2c1	93	108	109	101	103	97	102	107	103
COC(=O)c1nc(-c2ccccc2)oc1S(=O)(=O)N1CCC(C(N)=O)CC1	101	102	85	51	111	0.8*	90	61	94
COC(/C=C/c1ccc([N+](=O)[O-])cc1)OC	110	112	106	89	96	87	96	97	101
CC1(C)C2CC=C(/C=N/NC(=O)C3CCC(=O)N3)C1C2 (stereo unspecified)	106	102	106	109	105	100	98	101	107
Nc1ccc(Cl)cn1	94	105	95	104	99	83	98	97	104
Cc1ccc2nc(-c3ccc(-c4nnc(SCC(=O)Nc5ccc(Cl)cc5)o4)cc3)[nH]c2c1	79	6.2*	9.5*	38	23	51	29	4.5*	28
O=Cc1cn(-c2ccc(C(=O)O)cc2)nc1-c1ccc(C(=O)O)cc1	96	110	96	107	102	89	99	117	104
CC1=C[C@@H](/C=C(\C)CCCc2ccoc2)[C@]2(OC(=O)C(C)=C2O)[C@@H]2[C@@H](C)CC[C@@H]12	121	101	104	105	102	98	·	109	96
CCCCNC(=O)N/C=C(/C#N)C(N)=O	103	101	93	95	102	97	104	107	95
COc1nc(OC)nc(-c2cc(-c3c(Cl)cccc3Cl)no2)n1	113	104	102	104	105	96	104	114	104
CC(=O)N(Cc1ccccc1)C(CC(=O)NCc1ccccc1)C(=O)O (stereo unspecified)	105	107	·	115	111	82	108	103	106
N#C/C(=C/n1c(=S)sc2ccccc21)c1nc2ccccc2s1	83	97	73	84	102	77	84	94	102
CCCCCCCCCCCNNC(=O)c1ccncc1	102	99	72	114	98	85	96	95	105
COc1ccccc1NC(=S)N/C=C(\C#N)c1nc2ccccc2s1	92	95	79	81	102	82	87	102	97
Cc1cc(-c2nc3ccccc3s2)ccc1NC(=O)COc1ccc(Cl)cc1	104	93	71	32	93	88	80	57	106
CCCN(c1ccc(OC)cc1)c1nc(-c2ccc([N+](=O)[O-])cc2)cs1	102	99	99	89	99	79	93	84	88
CS(=O)(=O)Oc1c(Cl)c(Cl)c(OS(C)(=O)=O)c(Cl)c1Cl	117	111	99	110	117	106	·	96	·
COC(=O)[C@]1(CCSC)N[C@H](c2cn(-c3ccccc3)nc2-c2ccccc2)[C@@H]2C(=O)N(c3ccc(Cl)cc3)C(=O)[C@@H]21	97	109	110	112	103	93	101	104	104
COc1ccc2cc(-c3ccc(C(=O)N/N=C/c4ccc(OC)c(OC)c4)c(C)n3)ccc2c1	113	99	107	103	97	82	92	102	96
C#CCOc1cccc(Nc2ncc3ncn(C4CCN(C(=O)CCl)C4)c3n2)c1 (stereo unspecified)	73[6.25 µM]	72[6.25 µM]	23[6.25 µM]	1.0*[6.25 µM]	78[6.25 µM]	-77*[6.25 µM]	45[6.25 µM]	36[6.25 µM]	79[6.25 µM]
